Bioassay records as filed in PubChem.
SMN2 splice enh = enhancers of SMN2 splice variant expression | Potency, µM (highest dose often 46.1 µM), for the others: at the highest dose activity change, positive = activation, usual class: activators | 210,000 compounds, 2.8% hits | HEK293 SMN2-luciferase splicing reporter, luminescence, 30-36 h | AID 1458; note: % of control where 0% means no effect; nearly all actives have a fitted effect of over 55% in size
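HEK293 cells carry an SMN2 minigene-luciferase reporter in which exon 7 inclusion puts luciferase in frame. Cells were seeded at 2000 cells/well, attached for 10-12 hours, then exposed to compounds for 30-36 hours at 37C before ONE-Glo luminescence.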
Tau ThT inhib = inhibitors of human tau fibril formation, thioflavin T binding | P10636 | 270,000 compounds, 2.1% hits | AID 1460 | recombinant tau K18 P301L, heparin-induced fibrillization, ThT fluorescence | Potency, µM (highest dose often 57.4 µM), for the others: top-dose activity, negative = inhibition, hits mostly inhibitors; note: % is set by controls: 0 for no effect and ±100 for the full control effect; nearly all actives have a fitted effect of over 55% in size
Target sequence (P10636 561-689 P618L limits assumed): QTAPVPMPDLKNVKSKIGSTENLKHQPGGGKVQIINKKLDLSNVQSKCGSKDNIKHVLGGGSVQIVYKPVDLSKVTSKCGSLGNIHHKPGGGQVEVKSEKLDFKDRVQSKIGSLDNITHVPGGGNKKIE
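Heparin-induced fibrillization of the P301L-mutant K18 repeat-domain fragment of human tau was followed by ThT binding in quantitative high-throughput format.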
KDM4E inh = inhibitors of human JMJD2E histone demethylase; Potency, µM (highest dose often 57.1 µM), without a hit: top-dose activity change, negative = inhibition, actives largely listed as inhibitors; JMJD2E catalytic domain, FDH-coupled NADH fluorescence (FDH is formaldehyde dehydrogenase); AID 2147; 230,000 compounds, 1.6% hits; B2RXH2; active = well fitted inhibition curve with a large enough effect, not every such curve was filed as active; inconclusive = small, poorly fitted or top-dose-only effect, or another doubt; inactive = no such curve, though single readings can be large or run the other way;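 note: 0% = wells with enzyme and -100% = buffer wells without enzyme; nearly all actives have a fitted effect of over 50% in size; many of its hits are not listed in these tables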
Target sequence (B2RXH2 1-337 limits assumed): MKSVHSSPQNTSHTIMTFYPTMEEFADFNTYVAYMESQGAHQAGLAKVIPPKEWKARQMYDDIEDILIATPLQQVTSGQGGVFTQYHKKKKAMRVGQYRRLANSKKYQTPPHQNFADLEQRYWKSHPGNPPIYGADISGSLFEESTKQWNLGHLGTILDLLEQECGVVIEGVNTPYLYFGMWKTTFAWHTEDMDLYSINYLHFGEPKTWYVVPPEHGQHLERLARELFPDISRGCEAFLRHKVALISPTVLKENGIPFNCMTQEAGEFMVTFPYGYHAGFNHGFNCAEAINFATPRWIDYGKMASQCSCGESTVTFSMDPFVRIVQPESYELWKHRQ
HTT aggregate = inhibitors of mutant huntingtin aggregate formation in PC12 cells | Potency, µM (titrated, usually from 46.1 µM), without a hit: top-dose activity change, negative = inhibition, actives largely listed as inhibitors | 220,000 compounds, 1.1% hits | PC12 HttQ103-GFP aggregates, Acumen cytometry, 40 h | AID 1688; note: % is set by controls: 0 for no effect and ±100 for the full control effect; nearly all actives have a fitted effect of over 60% in size
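Aggregates are detected as GFP objects 1–25 µm with signal 6 STDEV over background in lysates of induced PC12 cells. These carry Huntingtin exon 1 with 103 glutamines fused to GFP under an ecdysone promoter; compounds titrated.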
Tau fibril FP = tau fibrillization inhibition (FP); P10636; Potency, µM (series often up to 57.7 µM), for the others: top-dose activity, negative = inhibition, hits mostly inhibitors; K18 P301L tau heparin fibrillization, Alexa594 FP, 6 h; 280,000 compounds, 0.39% hits; note: % is set by controls: 0 for no effect and ±100 for the full control effect; nearly all actives have a fitted effect of over 55% in size
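K18 P301L tau (15 uM unlabeled/0.24 uM Alexa 594-labeled, final) + compound + heparin 20 uM final; 100 mM NaOAc pH 7; 6 hr 37 C; ThT 30 uM final added, 1 hr RT; FP ex 555/em 632 nm.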
HTT cytoprotect = Huntington cell model cytoprotection by ATP luminescence. AID 1471. PC12 HTT-Q103 induced, cytoprotection, ATP luminescence, 40 h. 230,000 compounds, 0.14% hits. Potency, µM (titrated, usually from 56.4 µM), for the others: cytoprotection (ATP increase), most hits filed as activators;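 note: % of control where 0% means no effect; nearly all actives have a fitted effect of over 45% in size; toxic huntingtin expression switched on by the ecdysone agonist tebufenozide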
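ATP quantification (ATPlite) reports survival of PC12 cells in which tebufenozide, 100 nM final, switches on Htt exon 1 with 103 glutamines linked to GFP; compounds are titrated.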
ALDH1A1 block = inhibitors of human aldehyde dehydrogenase 1A1; P00352; Purified ALDH1A1, NADH fluorescence, propionaldehyde substrate; Potency, µM (series often up to 75.3 µM), without a hit: at the highest dose activity, negative = inhibition, usual class: inhibitors; 220,000 compounds, 7.3% hits; active = well fitted inhibition curve with a large enough effect, not every such curve was filed as active; inconclusive = small, poorly fitted or top-dose-only effect, or another doubt; inactive = no such curve, though single readings can be large or run the other way;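 note: plate controls were no enzyme wells and a reference inhibitor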
Target sequence (P00352 whole entry, looked up): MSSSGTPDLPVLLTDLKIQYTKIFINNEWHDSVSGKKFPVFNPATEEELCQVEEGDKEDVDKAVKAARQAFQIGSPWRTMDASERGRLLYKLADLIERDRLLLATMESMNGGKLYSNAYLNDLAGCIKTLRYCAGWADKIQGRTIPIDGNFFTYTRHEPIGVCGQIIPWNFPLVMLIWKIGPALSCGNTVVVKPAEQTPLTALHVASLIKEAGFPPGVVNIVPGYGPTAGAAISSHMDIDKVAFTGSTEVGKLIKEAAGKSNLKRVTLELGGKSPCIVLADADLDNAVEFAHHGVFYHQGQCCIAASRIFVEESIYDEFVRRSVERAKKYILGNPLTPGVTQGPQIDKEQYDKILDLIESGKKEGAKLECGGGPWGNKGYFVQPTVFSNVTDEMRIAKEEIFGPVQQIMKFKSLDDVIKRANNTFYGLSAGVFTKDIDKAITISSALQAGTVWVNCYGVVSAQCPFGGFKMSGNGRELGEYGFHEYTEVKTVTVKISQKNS
Tau fluor counter = counter-screen for tau fibril formation inhibitors; tau K18 P301L (four-repeat tau fragment) Alexa594 fluorescence, heparin fibrillization; Potency, µM (series often up to 57.7 µM), for the others: at the top dose activity change, negative = decrease; 280,000 compounds, 0.93% hits; AID 1463; note: % is set by controls: 0 for no effect and ±100 for the full control effect; nearly all actives have a fitted effect of over 55% in size
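Human K18 P301L tau (15 uM unlabeled plus 0.24 uM Alexa 594-labeled, final) in 100 mM sodium acetate pH 7 was mixed with compound and 20 uM heparin and incubated 6 hr at 37 C.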
Starred values were filed as active, the others as inactive; ? = inconclusive; / = no result given; & = joins results of further samples; [ ] = remark or other dose. Unless noted, calls come from the whole dose curve; as a rule, active = well fitted curve in the direction sought with a large enough effect; inconclusive = small, poorly fitted or top-dose-only effect, or another doubt; inactive = no such curve, though single readings can be large; an effect the other way counts as inactive or inconclusive. Potency is the fitted concentration of half-maximal effect. These rows are one share of the data; count on the stated rates, not on these rows.

Below each compound: SMN2 splice enh	Tau ThT inhib	KDM4E inh	HTT aggregate	Tau fibril FP	HTT cytoprotect	ALDH1A1 block	Tau fluor counter
- COC(=O)CCSCC(=O)Nc1cc(C)on1
    -29%	2%	-2%	1%	-1%	-29%	9%	6%
- Fc1ccc(COc2ccccc2CNc2nn[nH]n2)cc1
    0%	-10%	4%	?	3%	-19%	-1%	-6%
- COc1ccc(-c2c(C)cc3oc(=O)cc(-c4ccccc4)c3c2C)cc1OC
    /	?	/	/	-6%[81.3 µM]	/	?	-22%[81.3 µM]
- OC(c1ccccn1)C1CCN(Cc2nc(C(c3ccccc3)c3ccccc3)no2)CC1 (stereo unspecified)
    /	-19%	-6%	-1%[9.22 µM]	?	-3%[10 µM]	-7%	-19%
- COc1cc(/C=C/c2cc(C(=O)O)c3ccccc3n2)cc(OC)c1O
    7%	?	-12%	7%	-3%	-3%[10 µM]	-3%	-5%
- COc1ccc(C(=O)Nc2ccc3oc(-c4cccnc4)nc3c2)cc1
    -11%	?	/	/	-7%	/	/	-22%
- COc1ccc(-c2cc3nc(-c4ccccc4)cc(N4CCCC(O)C4)n3n2)cc1 (stereo unspecified)
    /	7%	?	12%[9.22 µM]	?	6%[10 µM]	?	?
- COc1ccc(C(C)=O)cc1COc1ccc(Cl)c(C)c1
    /	?	-6%	-14%[9.22 µM]	-8%	-5%[10 µM]	?	?
- COCCCNC(=O)C(=O)N/N=C/c1cc2c(cc1Br)OCO2
    20%	1%	3%	-8%[9.22 µM]	-15%	-25%	0%	-4%
- COc1cc(CC(NC(C)=O)C(=O)NC2CCN(C(=O)Nc3ccccc3Cl)CC2)cc(OC)c1 (stereo unspecified)
    /	0%	15%	-14%[9.22 µM]	1%	11%[10 µM]	2%	6%
- Cn1c(=O)[nH]c(=O)c2[nH]c(NCCCN3CCOCC3)nc21
    -17%	-7%	7%	-6%	0%	-11%[10 µM]	5%	-4%
- CNc1cnn(-c2ccc(C)cc2)c(=O)c1Sc1ccc(C)cc1
    8%	-7%	6%	-13%	-3%	-42%	-13%	1%
- CCCC[n+]1ccn(C2=C([O-])c3ccccc3C(=O)/C2=N\S(=O)(=O)c2ccc(Br)cc2)c1
    -44%[inhibitor]	?	-4%	?	-5%	/	?	-4%
- COc1ccc(CNC(=O)Cc2c(C)c3cc4c(C)coc4c(C)c3oc2=O)cc1OC
    -3%	?	/	/	-13%	/	/	-18%
- O=C(Nc1ccccn1)c1cc(-n2cnnc2)ccc1Cl
    ?	-2%	4%	13%	0%	11%	6%	3%

(more compounds)
Below each compound: SMN2 splice enh	Tau ThT inhib	KDM4E inh	HTT aggregate	Tau fibril FP	HTT cytoprotect	ALDH1A1 block	Tau fluor counter
- CCOC(=O)C1CCCN(c2ccc(NC(=O)c3snc4c(=O)[nH]cnc34)cc2)C1 (stereo unspecified)
    -22%	2.8µM*	1%	-3%	12%	4%	-2%	-27%
- COCCCNC(=O)c1cc(OC)c(OC)c(OC)c1
    48%	-3%	2%	-4%	-7%	-24%	10%	-5%
- Cc1ccccc1Oc1nc2c(c(=O)n(C)c(=O)n2C)n1Cc1ccc(Br)cc1
    1%	0%	/	/	-3%	/	/	2%
- CC(C)Nc1nc(NC(C)C)nc(Nn2cnnc2)n1
    -8%	4%	-5%	/	6%	/	17%	9%
- CC1CC(=O)c2cnc(Nc3ccccc3)nc2C1 (stereo unspecified)
    11µM*	-14%	?	-20%	2%	-67%[inhibitor]	?	-6%
- COc1ccc(-c2csc3nc(C)nc(N4CCCCC4)c23)cc1OC
    -22%	-16%	-4%	12%	-4%	-34%	2%	-13%
- CCC(=O)Nc1cccc(NC(=O)CSc2nnnn2Cc2ccccc2)c1
    7%	-9%	-4%	5%	-16%	-14%	20µM*	-12%
- COc1ccc(CNC(=O)CCN2C(=S)NC(C)(C)CC2C)cc1 (stereo unspecified)
    5%	4%	8%	-8%	1%	-14%	-7%	3%
- O=C(c1ccc(COc2ccc(F)cc2)o1)n1cccn1
    3%	-5%	3%	1%	-12%	36%	-2%	-3%
- NC(=O)C1CCN(CC(=O)Nc2ccccc2Sc2ccccc2)CC1
    2%	-4%	6%	17%	-7%	-3%[1.9 µM]	-5%	-1%
- O=C(NCCO)c1cccc(S(=O)(=O)N2CCCCC2)c1
    -1%	-3%	-4%	6%	-2%	-14%[10 µM]	12%	2%
- COc1ccc(OC)c(S(=O)(=O)Nc2ccc(O)c3ccccc23)c1
    -118%[inhibitor]	25µM*	?	18µM*	?	-26%[10 µM]	3.5µM*	28µM*[quencher]
- CCCn1nc(NC(=O)c2cccs2)c2cc3cc(C)ccc3nc21
    /	/	?	3%[9.22 µM]	-5%	4%[10 µM]	/	-26%
- COc1ccc(OC)c(NC(=O)/C=C/c2ccccc2[N+](=O)[O-])c1
    1%	?	-4%	2%	?	/	?	?
- Cc1ccccc1Cn1nc(C)c(NC(=O)C(F)(F)F)c1C
    7%	-3%	-10%	5%	-1%	/	3%	4%

Ordered by the number under KDM4E inh (largest number first): three from the list above
structure	Tau ThT inhib	KDM4E inh	HTT aggregate	Tau fibril FP	ALDH1A1 block
COCCCNC(=O)c1cc(OC)c(OC)c(OC)c1	-3%	2%	-4%	-7%	10%
COc1ccc(OC)c(NC(=O)/C=C/c2ccccc2[N+](=O)[O-])c1	?	-4%	2%	?	?
CC(C)Nc1nc(NC(C)C)nc(Nn2cnnc2)n1	4%	-5%	/	6%	17%

More structures follow:
Below each compound: SMN2 splice enh	Tau ThT inhib	KDM4E inh	HTT aggregate	Tau fibril FP	HTT cytoprotect	ALDH1A1 block	Tau fluor counter
- O=C(NC1CC1)c1ccc2c(c1)ncn2C1CCCC1
    -6%	-3%	8%	-4%	-4%	-8%	?	1%
- CCOC(=O)C1=NNC2(c3ccc(C)cc3)C(=O)N(c3ccc(Cl)cc3)C(=O)C12 (stereo unspecified)
    -1%	-4%	-3%	?	-11%	?	8%	-7%
- CCOC(=O)N1CCC(NC(=O)C2CCN(S(=O)(=O)c3c(C)noc3C)CC2)CC1
    -25%	2%	4%	-2%	7%	28%	-9%	0%
- COc1ccc2c(c1)O[C@@H](c1ccc3c(c1)OCO3)[C@H](OC(=O)Nc1cc(OC)c(OC)c(OC)c1)C2=O
    7%&-21%	?	-18%&-16%	8%	2%&8%	-32%	2%&-12%	?
- CCCCCCCCCCCCCCCCCCc1ccc(C(=O)/C=C\C(=O)O)cc1
    /	-7%	5%	/	-6%	11%	-5%	-2%
- CC(=O)Nc1nonc1NC(C)=O
    10%	1%	12%	19%	4%	3%[10 µM]	-4%	10%
- CCNc1nc(NC(C)(C)C)nc(SCC(N)=O)n1
    4%	-4%	-2%	10%	-1%	?	4%	-3%
- O=C(Nc1cccc2ccccc12)C1CCN(C(=O)Cc2ccccc2)CC1
    3%	-7%	14%	-13%	-14%	3%[1.9 µM]	-4%	-10%
- CCN(C(=O)CSC1=Nc2ccccc2C2CC=NN12)C1CCS(=O)(=O)C1 (stereo unspecified)
    /	?	-3%	7%	?	-56%[inhibitor]	8%	-14%
- COc1ccc(CCNC(=O)C/C(C)=N/NC(=O)C2CCCCC2)cc1OC
    -14%	-12%	4%	7%	3%	39%[10 µM]	-9%	-12%
- COc1coc(C(O)C[N+](=O)[O-])cc1=O (stereo unspecified)
    9%	?	?	-22%	-3%	/	?	-4%
- O=C(/C=C/c1ccc(F)cc1)NC(=S)N1CCN(c2ccccn2)CC1
    /	?	-6%	-16%[9.22 µM]	-3%	-21%[10 µM]	-10%	-13%
- CCNc1cc(N2CCOCC2)nc(SC)n1
    -1%	2%	1%	-2%	5%	12%	2%	-3%
- O=C(CSc1nnnn1-c1cccc(C(=O)O)c1)NC(c1ccccc1)c1ccccc1
    /	-6%	-5%	-1%[9.22 µM]	-4%	8%[10 µM]	4%	-4%
- O=S(=O)(c1ccc(F)cc1)c1nc(-c2ccc(F)cc2)oc1NCCN1CCOCC1
    3%	-10%	-10%	-5%	-10%	-16%	-16%	-20%

(more compounds)
Below each compound: SMN2 splice enh	Tau ThT inhib	KDM4E inh	HTT aggregate	Tau fibril FP	HTT cytoprotect	ALDH1A1 block	Tau fluor counter
- NCCC[C@@H](CC(=O)N[C@@H]1CCNC[C@H]1C(=O)N[C@H](CC(=O)N[C@@H](CCC(=O)O)CC(=O)O)Cc1ccccc1)NC(=O)C[C@H](CO)NC(=O)[C@@H]1CCCC[C@H]1N
    2%	-6%	?	/	-8%	14%[1.9 µM]	1%	-2%
- COc1ccc(-c2nc3ccccc3s2)cc1NC(=O)c1ccccc1F
    2%	-11%	/	/	?	/	/	-18%
- C=C1C(=O)C=C2CN(C(=O)c3ccccc3)[C@@](Cc3ccc(F)cc3)(C(=O)OC)[C@@H]12
    -84%&-106%[inhibitor]	?	?	5µM*	?	-111%[inhibitor]	-1%&1%	-27%&-10%
- O=C1c2ccccc2S(=O)(=O)N1CCOc1ccc(F)cc1
    8%	-7%	2%	-8%	-6%	-5%	-13%	-19%
- CC1(C)CC(=O)c2cc(-c3nc(-c4ccc(Cl)cc4)cs3)c(=O)n(-c3ccc(Cl)cc3)c2C1
    4%	16%	/	/	?	/	/	3%
- C#Cc1ccc([C@@H]2C=C(C(=O)NCc3ccccc3)O[C@H](OCC)[C@H]2CCCO)cc1
    /	-4%	10%	-1%[9.22 µM]	13%	2%[10 µM]	7%	-11%
- CC(=O)Nc1ccc(S(=O)(=O)N2CCN(Cc3ccccc3[N+](=O)[O-])CC2)cc1
    -66%[inhibitor]	4%	0%	-28%	-6%	-7%	22µM*	-14%
- Cc1nn(C)c(C)c1NC(=O)C12CC3CC(CC(C3)C1)C2
    20%	11%	-5%	4%	-1%	4%[10 µM]	0%	7%
- O=C(NNC(=S)Nc1ccccc1Cl)C1CC1
    16%	-2%	1%	14%	-7%	1%[10 µM]	3%	1%
- CCOc1ccc(C2=NNC(c3cccs3)=Nc3ccc(OC)cc32)cc1OCC
    13%	?	-10%	0%	?	-7%[10 µM]	3%	?
- COc1ccc(-n2nc(C(=O)Nc3ccc(Br)cc3C)c3c4ccccc4n(C)c3c2=O)cc1
    -1%	-9%	/	/	-8%	/	/	-15%
- COc1ccc(-n2c(C)cc(/C=C3\SC(=S)N(Cc4ccco4)C3=O)c2C)cc1
    1%[1.84 µM]	?	-1%	-27%	2%	-11%[10 µM]	0.63µM*	?
